Source: PubChem (several laboratories)
KOR beta-arrestin-1 = KOR agonists, beta-arrestin recruitment, primary screen, cell-based, luminescence, uHTS (AID 1777). Kappa-type opioid receptor (Homo sapiens). KOR beta-arrestin recruitment, luminescence; higher % means a stronger effect. one-dose activation, % at 10 µM; EC50 in µM for titrated hits. 280,000 tested, 0.02% active; in the data active = activation above about 50%, passing the limit was not always enough; note: a part of the inactive calls stands beside numbers as strong as those of hits
KOR beta-arrestin-2 = KOR antagonists, beta-arrestin recruitment, cell-based, luminescence, uHTS (AID 1778) | KOR beta-arrestin recruitment, luminescence, antagonist mode; higher % means a stronger effect | one-dose inhibition, % at 10 µM; IC50 in µM for titrated hits | 290,000 tested, 0.091% active; note: strong numbers were not always called active
P. falciparum M1AAP = P. falciparum M1AAP inhibitors, biochemical, fluorogenic H-Leu-NHMec substrate, 1536-well (AID 1445). Aminopeptidase N (Plasmodium falciparum (isolate 3D7)). recombinant M1AAP, H-Leu-NHMec fluorogenic kinetic assay; higher % means a stronger effect. inhibition, % at 30 µM; hits with a dose series show IC50 in µM. 220,000 tested, 0.42% active;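 active = primary inhibition above the hit cutoff, then over 50% inhibition at one or more dose response concentrations, cut at about 23% in these data, passing the limit was not always enough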;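 note: plate controls were DMSO full reaction for no effect and no enzyme background for full effect; strong numbers were not always called active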
NOD2 inhibition = NOD2 signaling inhibitors, cell-based, luminescence, uHTS, HEK293 (AID 1566) | HEK293 NOD2/NF-kB luciferase reporter, luminescence; higher % means a stronger effect | inhibition, % at 4 µM; hits with a dose series show EC50 in µM | 290,000 tested, 0.63% active; note: many of its hits are not listed in these tables
P. falciparum M17LAP = P. falciparum M17LAP inhibitors, primary screen, biochemical, fluorogenic H-Leu-NHMec substrate, 1536-well (AID 1619). recombinant M17LAP, H-Leu-NHMec fluorogenic kinetic assay; higher % means a stronger effect. 220,000 tested, 0.38% active. inhibition, % at 30 µM; hits with a dose series show IC50 in µM. Leucine aminopeptidase (Plasmodium falciparum (isolate 3D7));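 active = compound inhibiting the enzyme by more than half at any dose during confirmatory dose-response retesting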;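 note: plate controls were full reaction with DMSO carrier for no effect and no enzyme background for full effect; strong numbers were not always called active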
AID2073 = inhibitors of Mint1-CaV2.2 protein interaction, biochemical, HTRF (AID 2073); HTRF protein-protein interaction, Mint1-CaV2.2; higher % means a stronger effect; 290,000 tested, 0.19% active; Voltage-dependent N-type calcium channel subunit alpha-1B (Homo sapiens); one-dose inhibition, % at 20 µM; IC50 in µM for titrated hits; in the data active = inhibition mostly above about 51%, no sharp cut-off; note: some results filed as inactive read as strong as hits
NOD1 NF-kB reporter = NOD1 signaling inhibitors, primary screen, cell-based, luminescence, uHTS (AID 1578). NOD1-driven NF-kB luciferase reporter cells, luminescence; higher % means a stronger effect. inhibition, % at 4 µM; hits with a dose series show EC50 in µM. 290,000 tested, 1% active; in the data active = inhibition mostly above about 36%, no sharp cut-off; inactive = mostly below about 34%;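 note: HEK-293T reporter cells stimulated with the NOD1 agonist gamma-tri-DAP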
Dynein transport = inhibitors of GR-EGFP nuclear translocation, primary screen, dynein cargo transport inhibitor project, imaging, high-content, 3617.4 mouse cells; z-score, hits read low; test concentration mostly 20 µM; stimulated with dexamethasone, 1 µM; stronger effect = lower value; 220,000 tested, 0.47% active;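 active = plate z-score of nuclear minus cytoplasmic receptor signal below a set negative limit, without overly bright fluorescence or cell loss, cut at about -3.5 in these data, passing the limit was not always enough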;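 note: z-score of nuclear minus cytoplasmic ring GR-EGFP intensity difference per well; some compounds called inactive have numbers as strong as hits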
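Schedule: 48 h induction, then 1 h compound, then 30 min agonist, 37 °C. Buffer or medium: tetracycline-free induction medium containing charcoal-stripped FBS. Reagent: 1.0 µM final dexamethasone stimulus. Evaluation: nuclear versus cytoplasmic GR-EGFP signal, averaged per well. Signal: high-content fluorescence imaging after fixation.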
GPR55 activation = GPR55 agonists via beta-arrestin recruitment, primary screen, imaging, U2OS cells, beta-arrestin-GFP redistribution (AID 1961); G-protein coupled receptor 55 (Homo sapiens); U2OS GPR55 beta-arrestin-GFP redistribution imaging; higher % means a stronger effect; activation, % at 10 µM, or EC50 in µM where a hit was titrated; 290,000 tested, 0.048% active;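 active = activation above 40% with more than 50 cells counted in the well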;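 note: U2OS osteosarcoma cells stably expressing GPR55 and beta-arrestin-GFP; plate controls were DMSO negative control for no effect and LPI positive control for full effect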
Dynein transport cytoplasmic EGFP = also measured in Dynein transport; calls as there; z-score; measured here: cytoplasmic GR-EGFP intensity; stronger effect = higher value
Dynein transport nuclear GR-EGFP = recorded beside Dynein transport, whose call it bears; z-score; measured here: nuclear GR-EGFP intensity;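 lower value marks the stronger effect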
Dynein transport cell count = also measured in Dynein transport; calls as there; z-score; measured here: cell count per field
The depositor's hits bear a star; . = no result given; [ ] = another dose, or the depositor's remark. Cut-off read from the data, not from the text of the source, unless noted: active = inhibition above about 50%; inactive = the rest. The list is partial; the hit share may differ from the screen's.

[1] Cc1onc(-c2c(Cl)cccc2Cl)c1C(=O)NC(=S)Nc1sc2c(c1C(N)=O)CCC(C)C2 (centres undefined)
[2] Cc1csc2c(N3CCN(C(=O)c4ccc(C(C)(C)C)cc4)CC3)ncnc12
[3] O=C1CCCCC1C(=O)c1cn(-c2ccc(Cl)c(Cl)c2)nn1 (centres undefined)
[4] Cc1ccc(C)c(Cn2cnc3c(cnn3C(C)(C)C)c2=O)c1
[5] NC(N)=NS(=O)(=O)c1ccc(NC(=S)NC(=O)c2ccccc2)cc1
[6] CN(C)c1ccc(C(C(=O)NC(C)(C)C)N(C(=O)c2csnn2)C2CC2)cc1 (centres undefined)

| compound no. | 1 | 2 | 3 | 4 | 5 | 6 |
| --- | --- | --- | --- | --- | --- | --- |
| KOR beta-arrestin-1 | -6.5% | -1.8% | 37% | -2.2% | 6.8% | 0.6% |
| KOR beta-arrestin-2 | 14% | -3% | -71% | 13% | -36% | -31% |
| P. falciparum M1AAP | 2% | 1% | 4% | -16% | 1% | 6% |
| NOD2 inhibition | 12% | 19% | -58% | 1% | 0% | -19% |
| P. falciparum M17LAP | 17% | -1% | 1% | 2% | -3% | 2% |
| AID2073 | 25% | -10% | 7% | 5% | 1% | -3% |
| NOD1 NF-kB reporter | -31% | 23% | -16% | 14% | 3% | 15% |
| Dynein transport | -0.5 | 2.4 | -0.32 | 0.091 | 0.086 | -0.43 |
| Dynein transport cytoplasmic EGFP | -0.25 | -0.099 | -0.13 | -0.42 | -0.26 | -0.33 |
| Dynein transport nuclear GR-EGFP | -0.039 | 0.99 | -0.035 | -0.12 | 0.45 | 0.095 |
| Dynein transport cell count | 0.13 | -2.6 | 0.077 | 0.64 | 0.54 | -0.23 |
| GPR55 activation | -0.1% | 0.5% | 1.6% | 0.6% | 0.3% | 0.0% |

Excerpt: nos. 5–6
[5] NC(N)=NS(=O)(=O)c1ccc(NC(=S)NC(=O)c2ccccc2)cc1
[6] CN(C)c1ccc(C(C(=O)NC(C)(C)C)N(C(=O)c2csnn2)C2CC2)cc1 (centres undefined)

| compound no. | 5 | 6 |
| --- | --- | --- |
| KOR beta-arrestin-1 | 6.8% | 0.6% |
| KOR beta-arrestin-2 | -36% | -31% |
| P. falciparum M1AAP | 1% | 6% |
| NOD2 inhibition | 0% | -19% |
| P. falciparum M17LAP | -3% | 2% |
| AID2073 | 1% | -3% |
| NOD1 NF-kB reporter | 3% | 15% |
| Dynein transport | 0.086 | -0.43 |
| Dynein transport cytoplasmic EGFP | -0.26 | -0.33 |
| Dynein transport nuclear GR-EGFP | 0.45 | 0.095 |
| Dynein transport cell count | 0.54 | -0.23 |
| GPR55 activation | 0.3% | 0.0% |

Additional entries:
[7] Cn1c(=O)c2c(nc(CN3CCN(C(=O)c4ccco4)CC3)n2Cc2ccccc2)n(C)c1=O
[8] Cc1cc(N2CCOCC2)nc(SCC(=O)OCc2ccccc2)n1
[9] Cc1ccc(C(=O)N2N=C(c3cccc(NS(C)(=O)=O)c3)CC2c2cccs2)cc1 (centres undefined)
[10] COc1ccc(C(=O)NC2CCCCCC2)cc1OC1CCN(C(C)=O)CC1
[11] CCC(C)c1ccc(OCC(=O)Nc2ccc(Cl)cn2)cc1 (centres undefined)
[12] Cc1ccc(C(=O)NCCc2nnc3ccc(NCc4ccc5c(c4)OCO5)nn23)cc1

| compound no. | 7 | 8 | 9 | 10 | 11 | 12 |
| --- | --- | --- | --- | --- | --- | --- |
| KOR beta-arrestin-1 | -1.4% | 2.6% | -3.8% | -1.2% | -0.6% | -3.2% |
| KOR beta-arrestin-2 | 21% | -15% | -25% | -14% | -21% | -3% |
| P. falciparum M1AAP | 5% | 0% | . | . | -4% | . |
| NOD2 inhibition | -14% | -1% | 22% | -19% | -8% | 2% |
| P. falciparum M17LAP | 0% | -3% | . | . | 7% | . |
| AID2073 | 44% | -5% | -7% | 12% | -4% | -1% |
| NOD1 NF-kB reporter | -13% | -37% | -3% | -4% | -40% | -36% |
| Dynein transport | 1.2 | -0.49 | . | . | -0.55 | . |
| Dynein transport cytoplasmic EGFP | -0.085 | -0.25 | . | . | 0.065 | . |
| Dynein transport nuclear GR-EGFP | 0.49 | -0.28 | . | . | 0.035 | . |
| Dynein transport cell count | -0.0072 | 0.53 | . | . | 0.74 | . |
| GPR55 activation | 0.2% | 0.7% | 0.0% | -0.1% | -0.1% | 0.0% |

[13] CSc1ncc(Cl)c(C(=O)Nc2ccccc2[N+](=O)[O-])n1
[14] CNS(=O)(=O)c1cc(OC)ccc1OC
[15] Nc1ccc(N2CCCCCC2)cc1
[16] CC(C)(C)[C@H]1C=C(C(=O)N2CCOCC2)O[C@@H](OCCCCO)C1
[17] COc1ccc(CN(Cc2ccc(OC)cc2)S(=O)(=O)c2ccc(-n3cnnn3)c(C)c2)cc1

| compound no. | 13 | 14 | 15 | 16 | 17 |
| --- | --- | --- | --- | --- | --- |
| KOR beta-arrestin-1 | -6.2% | 0.0% | 3.0% | 2.2% | 5.0% |
| KOR beta-arrestin-2 | 10%[20 µM] | 10% | -20% | -21% | 9% |
| P. falciparum M1AAP | . | 5% | 10% | 7% | 2% |
| NOD2 inhibition | -9% | 0% | 3% | 14% | -6% |
| P. falciparum M17LAP | . | 2% | 4% | 1% | -6% |
| AID2073 | 22% | 34% | 26% | 9% | 3% |
| NOD1 NF-kB reporter | -41% | -19% | -15% | -19% | 44% |
| Dynein transport | . | -0.76 | -4.3* | -1.2 | -0.11 |
| Dynein transport cytoplasmic EGFP | . | -0.29 | 0.77* | -0.24 | -0.25 |
| Dynein transport nuclear GR-EGFP | . | -1 | -1.8* | -0.32 | -0.26 |
| Dynein transport cell count | . | 0.48 | -0.28* | 0.8 | -0.8 |
| GPR55 activation | -0.2% | -0.2% | -0.2% | 0.1% | -0.2% |

Among those listed so far, 9 contain four or more nitrogen atoms.
[1] Cc1onc(-c2c(Cl)cccc2Cl)c1C(=O)NC(=S)Nc1sc2c(c1C(N)=O)CCC(C)C2 (centres undefined)
[2] Cc1csc2c(N3CCN(C(=O)c4ccc(C(C)(C)C)cc4)CC3)ncnc12
[4] Cc1ccc(C)c(Cn2cnc3c(cnn3C(C)(C)C)c2=O)c1
[5] NC(N)=NS(=O)(=O)c1ccc(NC(=S)NC(=O)c2ccccc2)cc1
[6] CN(C)c1ccc(C(C(=O)NC(C)(C)C)N(C(=O)c2csnn2)C2CC2)cc1 (centres undefined)
[7] Cn1c(=O)c2c(nc(CN3CCN(C(=O)c4ccco4)CC3)n2Cc2ccccc2)n(C)c1=O
[12] Cc1ccc(C(=O)NCCc2nnc3ccc(NCc4ccc5c(c4)OCO5)nn23)cc1
[13] CSc1ncc(Cl)c(C(=O)Nc2ccccc2[N+](=O)[O-])n1

| compound no. | 1 | 2 | 4 | 5 | 6 | 7 | 12 | 13 |
| --- | --- | --- | --- | --- | --- | --- | --- | --- |
| KOR beta-arrestin-1 | -6.5% | -1.8% | -2.2% | 6.8% | 0.6% | -1.4% | -3.2% | -6.2% |
| KOR beta-arrestin-2 | 14% | -3% | 13% | -36% | -31% | 21% | -3% | 10%[20 µM] |
| P. falciparum M1AAP | 2% | 1% | -16% | 1% | 6% | 5% | . | . |
| NOD2 inhibition | 12% | 19% | 1% | 0% | -19% | -14% | 2% | -9% |
| P. falciparum M17LAP | 17% | -1% | 2% | -3% | 2% | 0% | . | . |
| AID2073 | 25% | -10% | 5% | 1% | -3% | 44% | -1% | 22% |
| NOD1 NF-kB reporter | -31% | 23% | 14% | 3% | 15% | -13% | -36% | -41% |
| Dynein transport | -0.5 | 2.4 | 0.091 | 0.086 | -0.43 | 1.2 | . | . |
| Dynein transport cytoplasmic EGFP | -0.25 | -0.099 | -0.42 | -0.26 | -0.33 | -0.085 | . | . |
| Dynein transport nuclear GR-EGFP | -0.039 | 0.99 | -0.12 | 0.45 | 0.095 | 0.49 | . | . |
| Dynein transport cell count | 0.13 | -2.6 | 0.64 | 0.54 | -0.23 | -0.0072 | . | . |
| GPR55 activation | -0.1% | 0.5% | 0.6% | 0.3% | 0.0% | 0.2% | 0.0% | -0.2% |

[17] COc1ccc(CN(Cc2ccc(OC)cc2)S(=O)(=O)c2ccc(-n3cnnn3)c(C)c2)cc1

| compound no. | 17 |
| --- | --- |
| KOR beta-arrestin-1 | 5.0% |
| KOR beta-arrestin-2 | 9% |
| P. falciparum M1AAP | 2% |
| NOD2 inhibition | -6% |
| P. falciparum M17LAP | -6% |
| AID2073 | 3% |
| NOD1 NF-kB reporter | 44% |
| Dynein transport | -0.11 |
| Dynein transport cytoplasmic EGFP | -0.25 |
| Dynein transport nuclear GR-EGFP | -0.26 |
| Dynein transport cell count | -0.8 |
| GPR55 activation | -0.2% |
